# Screening results as filed in PubChem BioAssay.
# HepG2 viability: counter-screen for TGF-b inhibitors: cytotoxicity in HepG2 cells; HepG2 CAGA-GFP viability, ATP luminescence, 18 h; Potency, µM (top dose mostly 46.1 µM), for the others: top-dose activity change, negative = cytotoxicity, hits mostly cytotoxic; 410,000 compounds, 0.76% hits; note: potency is the fitted concentration of half-maximal effect; some results filed as inactive show a strong effect at the top dose
#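 CellTiter-Glo luminescence gave cytotoxicity after 18 hours at 37 degrees C. The cells were HepG2 CAGA-GFP in 1% FBS DMEM, stimulated with 500 pg/mL TGF-beta after compound addition. %Activity was normalised to no-cell wells (complete cell-killing) and DMSO (no toxicity), and curves were fitted and classified.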
# MCF10A rereplic: induces DNA re-replication in MCF 10a normal breast cells; AID 624296; 350,000 compounds, 2.9% hits; Potency, µM (titrated, usually from 46.1 µM), inactives show at the top dose activity, positive = re-replication, most hits filed as activators; MCF 10A DNA re-replication, Hoechst nuclear intensity, 48 h; note: potency is the fitted concentration of half-maximal effect; % of control where 0% means no effect; nearly all actives have a fitted effect of over 50% in size
# ATXN viability: viability counter-screen for ATXN expression inhibitors; S2 cells (HEK-293 line with an ATXN2-luciferase reporter) viability, CellTiter-Fluor protease fluorescence, 24 h; Potency, µM (doses to about 56.7 µM), hits mostly cytotoxic; 400,000 compounds, 0.49% hits; AID 651635; note: potency is the fitted concentration of half-maximal effect; nearly all actives have a fitted effect of over 40% in size
# ATXN2 expr inh: inhibitors of ATXN2 expression; HEK-293 ATXN2-luciferase reporter, luminescence, 24 h; Potency, µM (titrated, usually from 57 µM), for the others: at the top dose activity change, negative = inhibition, most hits filed as inhibitors; 360,000 compounds, 0.72% hits; note: potency is the fitted concentration of half-maximal effect; % is set by controls: 0 for no effect and ±100 for the full control effect; nearly all actives have a fitted effect of over 55% in size
#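 qHTS (up to 57 uM final) was run with 24 h compound exposure of reporter cells at 37 °C. Each well was multiplexed: SteadyGlo luminescence measured ATXN2-luciferase expression after a fluorogenic Gly-Phe-AFC viability readout (25 uM final).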
# IL-1B inflam inh: inflammasome signaling inhibition, IL-1 beta readout. THP-1 LPS/ATP IL-1B secretion, AlphaLISA, 16 h; active compounds read low. activity change, % at 57.5 µM. 360,000 compounds, 4.7% hits. AID 743279; in the data active = activity change below about -50%; inconclusive = mostly about -30% to -49%; note: % is set by controls: 0 for no effect and ±100 for the full control effect
#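 THP-1 cells pretreated 1 hr with compounds (up to 57.5 uM final), then stimulated with LPS (250 ng/mL final) plus ATP (1.25 mM final); secreted IL-1B measured by AlphaLISA after 16 hr, decreased signal indicating inhibition.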
# A549 tox: kills or reduces viability of A549 cells in Nrf2 counter-screen; A549 ARE-Fluc cells, CellTiter-Fluor viability, 18-24 h; 390,000 compounds, 0.16% hits; AID 504648; Potency, µM (top dose mostly 46 µM), for the others: at the top dose activity change, negative = cytotoxicity, usual class: inhibitors; note: potency is the fitted concentration of half-maximal effect; % is set by controls: 0 for no effect and ±100 for the full control effect
#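 Cytotoxicity counterscreen: CellTiter-Fluor fluorescence was measured in A549 ARE_Fluc cells after 18-24 h of compound exposure in a concentration series. The subsequent BugLite luminescent read reports ARE-luciferase activity.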
# Nrf2 inh: Nrf2 pathway inhibition. A549 ARE-Fluc reporter, luciferase luminescence, 18-24 h. 360,000 compounds, 2.1% hits. Potency, µM (highest dose often 46 µM), for inactives: at the top dose activity change, negative = inhibition, hits mostly inhibitors. AID 504444; note: potency is the fitted concentration of half-maximal effect; % is set by controls: 0 for no effect and ±100 for the full control effect; nearly all actives have a fitted effect of over 60% in size
#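 Nrf2 activity is the BugLite luminescence, read 15 min after reagent at room temperature, following CellTiter-Fluor cytotoxicity readout (30 min, 37C). Compound titrations were applied for 18-24 h to 5000 A549 ARE_Fluc cells/well in 5% FBS OPTI-MEM.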
# TGFb SMAD3 inh: TGF-b pathway inhibition | HepG2 CAGA-GFP TGF-b/SMAD3 reporter, GFP fluorescence, 18 h; TGF-beta stimulated, 500 pg/mL final | Potency, µM (titrated, usually from 46.1 µM), for inactives: top-dose activity, negative = inhibition, actives largely listed as inhibitors | 410,000 compounds, 1.2% hits | AID 588855; note: potency is the fitted concentration of half-maximal effect; % is set by controls: 0 for no effect and ±100 for the full control effect; nearly all actives have a fitted effect of over 65% in size
#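 GFP signal (ex488/em500-530) from TGF-beta-stimulated HEPG2 CAGA-GFP cells, 500 pg/mL final, 18 h at 37 degrees C in DMEM plus 1% FBS, normalized to unstimulated and DMSO-stimulated controls.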
# Nrf2 ARE act: Nrf2 pathway activation; AREc32 ARE-luciferase reporter (MCF7-derived line), luminescence, 24 h; Potency, µM (titrated, usually from 46.1 µM), for inactives: at the top dose activation, usual class: activators; 410,000 compounds, 0.31% hits; note: potency is the fitted concentration of half-maximal effect; % of control where 0% means no effect; nearly all actives have a fitted effect of over 65% in size
#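 Luciferase luminescence (Steady-Glo, 30 min at room temperature) served as the read-out of ARE activation in AREc32 cells treated with compounds for 24 hr at 37 deg C.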
# The depositor's hits bear a star; i = inactive; ? = inconclusive; . = not tested or not shown; [ ] = remark or other dose. Unless noted, calls come from the whole dose curve; as a rule, active = well fitted curve in the direction sought with a large enough effect; inconclusive = small, poorly fitted or top-dose-only effect, or another doubt; inactive = no such curve, though single readings can be large; an effect the other way counts as inactive or inconclusive.
# The first 10 entries as a preview:
SMILES,HepG2 viability,MCF10A rereplic,ATXN viability,ATXN2 expr inh,IL-1B inflam inh,A549 tox,Nrf2 inh,TGFb SMAD3 inh,Nrf2 ARE act
O=C(Nc1ccc(F)cc1)C1CCCN1S(=O)(=O)c1cccc2nsnc12 (stereo unspecified),30%,2%,?,.,-9,9%,-23%,-7%,0.0%
O=C(Nc1ccccc1F)c1ccc(C(=O)c2ccccc2)cc1,0%,6%,?,35%,i,-10%,22%,17%,4.7%
CCOc1ccccc1NC(=O)CSc1nc2c(oc3ccccc32)c(=O)n1-c1ccc(C)c(C)c1,0%,.,i,-10%,.,2%,-17%,6%,-0.6%
Fc1ccc(-c2ccc(-c3nn4c(-c5ccco5)nnc4s3)o2)cc1,-9%,?,i,-22%,-9,-13%,?,0%,-1.0%
CCOC(=O)c1c(NC(C)=O)sc2c(O)c(CN3CCN(CC)CC3)ccc12,11µM*,?,?,14%,-63*,-15%,17%,?,?
C/C(CC(=O)Nc1ccc(C)c(Cl)c1)=N\NC(=O)c1ccccn1,-6%,-28%,i,15%,-19,-1%,?,0%,3.0%
COc1ccc2[nH]c(=O)c(CNc3ccc(C)cc3C)cc2c1,-12%,-12%,i,2%,-13,4%,2%,0%,8.9%
COc1ccc(C(=O)NC(=S)NCc2cccnc2)cc1[N+](=O)[O-],-13%,?,i,-5%,9,15%,1%,0%,-0.4%
CCOc1ccccc1C(=O)N(Cc1cc(OC)c(OC)c(OC)c1)C1CCS(=O)(=O)C1 (stereo unspecified),-1%,.,i,6%,.,-4%,1%,12%,-0.9%
Cc1cc(C)n2nc(C(=O)OCC(=O)Nc3ccc4c(c3)OC(F)(F)O4)nc2n1,-16%,0%,?,-28%,22,-6%,.,1%,3.3%

# Results, repeating the preview:
SMILES,HepG2 viability,MCF10A rereplic,ATXN viability,ATXN2 expr inh,IL-1B inflam inh,A549 tox,Nrf2 inh,TGFb SMAD3 inh,Nrf2 ARE act
O=C(Nc1ccc(F)cc1)C1CCCN1S(=O)(=O)c1cccc2nsnc12 (stereo unspecified),30%,2%,?,.,-9,9%,-23%,-7%,0.0%
O=C(Nc1ccccc1F)c1ccc(C(=O)c2ccccc2)cc1,0%,6%,?,35%,i,-10%,22%,17%,4.7%
CCOc1ccccc1NC(=O)CSc1nc2c(oc3ccccc32)c(=O)n1-c1ccc(C)c(C)c1,0%,.,i,-10%,.,2%,-17%,6%,-0.6%
Fc1ccc(-c2ccc(-c3nn4c(-c5ccco5)nnc4s3)o2)cc1,-9%,?,i,-22%,-9,-13%,?,0%,-1.0%
CCOC(=O)c1c(NC(C)=O)sc2c(O)c(CN3CCN(CC)CC3)ccc12,11µM*,?,?,14%,-63*,-15%,17%,?,?
C/C(CC(=O)Nc1ccc(C)c(Cl)c1)=N\NC(=O)c1ccccn1,-6%,-28%,i,15%,-19,-1%,?,0%,3.0%
COc1ccc2[nH]c(=O)c(CNc3ccc(C)cc3C)cc2c1,-12%,-12%,i,2%,-13,4%,2%,0%,8.9%
COc1ccc(C(=O)NC(=S)NCc2cccnc2)cc1[N+](=O)[O-],-13%,?,i,-5%,9,15%,1%,0%,-0.4%
CCOc1ccccc1C(=O)N(Cc1cc(OC)c(OC)c(OC)c1)C1CCS(=O)(=O)C1 (stereo unspecified),-1%,.,i,6%,.,-4%,1%,12%,-0.9%
Cc1cc(C)n2nc(C(=O)OCC(=O)Nc3ccc4c(c3)OC(F)(F)O4)nc2n1,-16%,0%,?,-28%,22,-6%,.,1%,3.3%
CCCc1c(C(=O)OCC)sc(N)c1C#N,-12%,-8%,i,-3%,1,5%,?,-8%,-0.1%
Cc1ccc(NC(=O)Cn2nc3c(cc2=O)CCCC3)cc1Cl,-13%,.,.,.,.,-18%,.,-4%,0.3%
CCc1ccc(NC(=O)N(Cc2c[nH]c3ccccc23)C2CCCCCC2)cc1,-17%,.,.,.,.,-10%,?,0%,4.7%
COc1ccc(CC(=O)NNC(=O)[C@@H]2CCCC[C@@H]2C(=O)O)cc1,9%,6%,i,-2%,-8,1%,5%,8%,0.0%
COc1ccc(C(C)=O)cc1CSc1nc2ccccc2o1,-25%,?,i,-10%,-7,10%,-10%,-4%,14%
CCC(C)(C(=O)NC1CCCC1)N(Cc1cccs1)C(=O)c1ccccn1 (stereo unspecified),19%,-5%,i,-19%,3,-10%,8%,17%,-0.1%
Cc1ccc(NC(=O)CCNS(=O)(=O)c2cccc3nonc23)cc1,-9%,2%,i,-2%,10,7%,1%,-4%,0.4%
COc1cccc(C(=O)N(c2ccc(C)cc2)C2C=CS(=O)(=O)C2)c1 (stereo unspecified),-8%,24%,i,.,-15,-7%,-8%,4%,0.6%
Cc1ccc(NC(=O)/C=C/c2cccs2)c([N+](=O)[O-])c1,-19%,?,i,-9%,-17,-15%,?,2%,?
CCOc1ccc(N2CC(O)=C(c3nc4ccccc4c(=O)[nH]3)C2=N)cc1,2%,-11%,i,-6%,13,3%,0%,15%,-0.8%[9.22 µM]
Cc1ccc(S(=O)(=O)N2CCN(c3ccccn3)CC2)cc1,-15%,1%,i,2%,24,-5%,4%,1%,-0.1%
CCN1CC(CN(C)Cc2nc(-c3ccc(C(F)(F)F)cc3)no2)CC1=O (stereo unspecified),-27%,?,i,.,-8,9%,?,?,3.1%
C[C@H](CO)N1C[C@H](C)[C@@H](CN(C)Cc2cccc(C(=O)O)c2)OCc2cnnn2CCCC1=O,-39%,.,i,14%,7,.,.,1%,-0.3%
CN(C(=O)c1ccccc1C(=O)OCC(=O)c1ccc(F)cc1)c1ccccc1,-27%,1%,i,.,-22,10%,7%,-29%,-1.1%
CC(=O)c1cc(C(=O)Nc2ccc(C(=O)O)cc2)oc1C,-2%,0%,i,6%,29,-1%,2%,1%,-0.7%

# Going on with the list:
SMILES,HepG2 viability,MCF10A rereplic,ATXN viability,ATXN2 expr inh,IL-1B inflam inh,A549 tox,Nrf2 inh,TGFb SMAD3 inh,Nrf2 ARE act
CC(C)C(N)c1csc(NC(=O)Nc2ccc(OC(F)(F)F)cc2)n1 (stereo unspecified),20µM*,.,20µM*,?,-70*,.,.,20µM*,-3.3%
O=C(Nc1cccc(S(=O)(=O)N2CCOCC2)c1)c1c2c(nc3ccccc13)CCC2,20%,-1%,?,1%,20,-2%,7%,10%,0.2%
COc1ccc(NS(=O)(=O)c2cccc(C(=O)N/N=C/c3cccs3)c2)cc1,3%,19%,i,0%,0,8%,2%,-1%,2.8%
CC(OC(=O)c1ccc(O)cc1)C(=O)Nc1cc(C(F)(F)F)ccc1Cl (stereo unspecified),-72%,?,?,?,32,-4%,?,?,-0.6%
C/C(=N\Nc1ccc(S(=O)(=O)N2CCCCC2)cn1)c1cccc(Br)c1,-1%,12%,?,.,-17,-6%,?,?,0.1%
CC(=O)c1cccc(N(CC(=O)NCCc2ccccc2)C(=O)c2csnn2)c1,5%,?,i,-13%,-1,2%,5%,0%,1.8%
CCc1ccc(CNC(=O)Cn2nc(-c3ccc(Cl)cc3)ccc2=O)cc1,-66%,.,i,-34%,.,-5%,.,?,1.9%
CCOC(=O)c1c(C)[nH]c(C)c1S(=O)(=O)N1CCOCC1,-7%,1%,i,.,7,10%,7%,15%,-0.6%
Cc1ccn2c(=O)c(NC(=O)c3cccc4ccccc34)c(C)nc2c1,6%,4%,i,6%,-2,-2%,5%,12%,-0.2%
CNc1nc(C)c(C#N)cc1C(C)=O,6%,-1%,i,-4%,4,-16%,14%,-3%,-0.2%
CC(=O)N(c1cccc(C)c1)C1SC(=O)N(c2ccccc2)C1=O (stereo unspecified),7%,2%,?,9%,0,0%,.,-3%,0.3%
Cc1ccccc1-c1nnc(C2CCN(S(=O)(=O)c3ccc(Cl)cc3)CC2)o1,-40%,.,3.5µM*,?,.,-1%,9%,-15%,12%
CN(Cc1nc(-c2ccccn2)no1)S(=O)(=O)c1ccc(Cl)cc1,-9%,-1%,i,3%,3,0%,10%,17%,-0.9%
Cc1nnc(NCc2ccccc2)c2ccccc12,-2%,-5%,i,2%,-16,9%,-13%,1%,3.6%
c1ccc2c(c1)CC(N1CCCCC1)c1ccccc1S2 (stereo unspecified),-49%,24%,i,-31%,0,-4%,5%,0%,-0.3%
COc1ccc(NC(=O)c2cccc(S(=O)(=O)N3CCOCC3)c2)cc1,-17%,11%,i,16%,-18,-3%,15%,-9%,3.1%
COc1cc(OC)cc(OC(=O)C2CCN(S(=O)(=O)c3ccc(OC)c(OC)c3)CC2)c1,-4%,2%,i,5%,10,-13%,10%,?,-0.3%
CCOC(=O)C1=C(C)N(CC)C(=S)NC1c1ccc(Cl)cc1 (stereo unspecified),-4%,17%,i,5%,-9,-5%,?,1%,-0.1%
NC(=O)CC(NC(=O)Cc1ccc(Br)cc1)c1ccc(NC2CCCC2)c([N+](=O)[O-])c1 (stereo unspecified),4%,-1%,?,8.9µM*,-6,-11%,?,14%,-1.0%
Nn1c(SCc2ccccc2)nnc1-c1ccco1,-1%,-1%,i,31%[activator],-8,-1%,12%,-1%,3.5%
COC(=O)c1ccc(N2CCN(C)CC2)c(NC(=O)c2ccc(Br)o2)c1,-15%,3%,i,-22%,-2,-4%,-7%,-3%,-0.3%
Cc1cc(C)c2cc(CN(Cc3ccco3)C(=S)NCC3CCCO3)c(=O)[nH]c2c1 (stereo unspecified),-29%,0%,i,-4%,0,2%,-18%,-21%,3.1%
CCCC[n+]1c(-c2ccc(Cl)cc2Cl)csc1Nc1ccccc1,-12%,23µM*,i,23%,-14,17%,?,-7%,3.4%
COc1ccc(CNC(=O)[C@H](CCSC)NC(=O)N2CCn3c2nc2ccccc23)cc1,-7%,9%,i,6%,0,-2%,9%,-16%,0.1%
